# Screening data as filed in PubChem.
# ROMK mod = modulators of human ROMK potassium channel | P48048 | Tet-inducible ROMK, thallium flux fluorescence; actives lie on both sides | B-score at 10 µM | 130,000 tested, 2% active | AID 1918;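 active means signal ratio slope over the read window, or its plate-corrected B-score, at least 3 SD from the plate mean, either direction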;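 further: B-score of the F/F0 ratio slope over 7 to 12 s after thallium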
# Target sequence (P48048 whole entry, looked up): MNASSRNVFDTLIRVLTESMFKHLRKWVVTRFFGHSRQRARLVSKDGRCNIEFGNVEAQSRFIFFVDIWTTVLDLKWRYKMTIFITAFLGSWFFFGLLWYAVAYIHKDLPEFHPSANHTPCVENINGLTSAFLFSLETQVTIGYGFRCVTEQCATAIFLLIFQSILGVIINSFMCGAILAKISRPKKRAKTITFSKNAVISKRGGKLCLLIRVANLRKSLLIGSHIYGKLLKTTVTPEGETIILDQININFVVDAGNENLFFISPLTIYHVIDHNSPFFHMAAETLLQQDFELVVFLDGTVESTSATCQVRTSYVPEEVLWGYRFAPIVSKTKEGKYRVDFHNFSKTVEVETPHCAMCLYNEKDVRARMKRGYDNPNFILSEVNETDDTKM
# PPARg SRC1 recr = PPARgamma-driven SRC-1 recruitment agonism | P37231 | PPARgamma-SRC-1 coactivator recruitment biochemical assay | activation, % at 8 µM | 200,000 tested, 0.41% active; in the data active means activation above about 19%;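 further: 0% = DMSO and 100% = reference agonist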
# PPARg SRC2 recr = PPARgamma-driven SRC-2 recruitment agonism; P37231; PPARgamma LBD-SRC-2 recruitment, biochemical; activation, % at 8 µM; 200,000 tested, 0.34% active; AID 1032; in the data active means activation above about 22%;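 further: 0% = vehicle and 100% = reference agonist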
# STAT3 activator = STAT3 signaling activation; U3A cells, IL-6 STAT3-luciferase reporter, luminescence; 100% = signal with IL-6 EC80 alone; activation (% of control), % at 5.6 µM; 190,000 tested, 0.91% active;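 active means activation above the screen-wide mean of compound activation plus 3 SD, cut at about 130% in these data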;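 further: 0% = background luminescence of wells with medium and substrate only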
#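 System – human U3A cells carrying STAT3-luciferase construct · Probe or stimulus – Interleukin-6, 33 ng/mL · Schedule – compound 1 h, then IL-6 6 h at 37 °C · Signal – luminescence from STAT3-driven luciferase reporter · Evaluation – percent of IL-6-only median luminescence · Benchmarks – IL-6-only high control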
# STAT1 inh = STAT1 signaling inhibition | inhibition, % at 5.5 µM | 200,000 tested, 0.35% active | NIH 3T3 STAT1-luciferase reporter, IFN-gamma, luminescence;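 active means inhibition above a set limit, the mean inhibition across all tested compounds plus 3 SD, cut at about 34% in these data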;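 further: 0% = IFN-gamma with DMSO and 100% = IFN-gamma with 300 µM nifuroxazide; values of inactives mirror those of a sister screen read the other way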
# STAT3 inh = STAT3 signaling inhibition | U3A cells, IL-6 STAT3-luciferase reporter, luminescence; host cell line lacks STAT1 | inhibition, % at 5.5 µM | 190,000 tested, 0.89% active | AID 862;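 active means inhibition above the mean inhibition across all screened compounds plus 3 SD, cut at about 44% in these data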;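 further: 0% = DMSO only wells and 100% = 100 µM nifuroxazide control wells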
# bIAP inh = blocks bovine intestinal alkaline phosphatase activity | AID 1019 | inhibition, % at 20 µM | purified bovine IAP, CDP-star luminescence, 30 min | 190,000 tested, under 10 active;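 active means over 50% inhibition of intestinal alkaline phosphatase at 20 µM in the single-dose screen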
#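 test system = bovine IAP enzyme | medium = DEA buffer 100 mM, pH 9.8, with MgCl2 1.0 mM, ZnCl2 0.02 mM | detection = luminescence | dosing = single compound dose of 20 µM, 2% DMSO final | incubation = 30 min reaction at room temperature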
# SRC2 TRFRET art = counter-screen for PPARgamma SRC-2 recruitment agonists: TR-FRET artefact | 200,000 tested, 0.4% active | hits give high values | TR-FRET ratio at 8 µM; in the data active means TR-FRET ratio above about 2000; further: inactives centre near 1500
# PPARg SRC3 recr = agonists of human PPARgamma SRC-3 coactivator recruitment; P37231; biochemical PPARgamma/SRC-3 coactivator recruitment assay; activation, % at 8 µM; 200,000 tested, 0.26% active; AID 731; in the data active means activation above about 23%;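 further: 0% = DMSO and 100% = reference agonist; some compounds past the cut are filed as inactive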
# bIAP activator = increases bovine intestinal alkaline phosphatase activity; purified bovine IAP, CDP-star luminescence, 30 min; hits give high values; fold of DMSO-control signal, blank-subtracted; activation factor at 20 µM; 200,000 tested, 0.17% active; AID 1016;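 active means activation factor of 2 or more at 20 µM, a signal rise over negative controls twice the positive control's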
# TNAP act hiacc = increases human TNAP activity under high phosphate acceptor concentration | AID 1136 | purified TNAP, CDP-star luminescence, 1 M DEA, 30 min; hits give high values; 0 = EDTA background, 1 = DMSO-only activity | P05186 | 200,000 tested, under 10 active | activation factor at 20 µM;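 active means activation factor at least 2 at 20 µM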
# Target sequence (P05186 whole entry, looked up): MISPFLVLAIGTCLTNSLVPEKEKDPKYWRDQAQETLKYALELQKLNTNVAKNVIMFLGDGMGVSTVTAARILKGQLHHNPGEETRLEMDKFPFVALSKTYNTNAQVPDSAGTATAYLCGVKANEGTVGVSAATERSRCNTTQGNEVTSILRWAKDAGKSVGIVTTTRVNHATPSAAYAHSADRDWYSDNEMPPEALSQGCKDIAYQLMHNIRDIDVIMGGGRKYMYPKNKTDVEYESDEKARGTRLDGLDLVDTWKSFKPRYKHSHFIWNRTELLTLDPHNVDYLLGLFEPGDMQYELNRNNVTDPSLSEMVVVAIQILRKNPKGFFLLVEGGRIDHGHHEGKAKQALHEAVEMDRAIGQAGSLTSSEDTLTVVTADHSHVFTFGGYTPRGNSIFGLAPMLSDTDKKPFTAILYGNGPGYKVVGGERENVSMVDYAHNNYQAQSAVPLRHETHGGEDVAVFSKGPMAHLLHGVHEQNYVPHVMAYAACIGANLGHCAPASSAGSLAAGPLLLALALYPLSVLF
#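 system = human TNAP | amount = enzyme diluted 1/800 final | reagent = 100 µM CDP-star substrate | signal = luminescent substrate turnover signal | dosing = one dose, 20 µM | benchmarks = EDTA negative control, DMSO positive control | measure = activation factor | timing = 30 min reaction, room temperature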
# The depositor's hits bear a star; . = no result given; & = joins results of further samples.
SMILES	ROMK mod	PPARg SRC1 recr	PPARg SRC2 recr	STAT3 activator	STAT1 inh	STAT3 inh	bIAP inh	SRC2 TRFRET art	PPARg SRC3 recr	bIAP activator	TNAP act hiacc
Cc1cccc(-n2cc(-c3ccccc3)c3c(N4CCOCC4)ncnc32)c1	0.26	-3	-8	94	38*	8	-12	1434	-3	1.1	1
COc1ccccc1N1C(=O)C2C3C=CC(C3)C2(C)C1=O (centres undefined)	1.1	6	5	96	-7	9	10	1555	4	0.9	1
CC1CCN(S(=O)(=O)c2ccc3c(c2)oc(=O)n3CC(=O)N2CCc3ccccc3C2)CC1	.	-1	4	102	7	2	0	1573	-1	1	1.1
Cc1ccc2occ(C(=O)c3ccco3)c(=O)c2c1	.	-3	10	99	-13	5	22	1573	0	0.8	1
O=C(N/N=C\c1ccc(Oc2ccccc2)cc1)c1csnn1	-0.0056	2	0	91	-40	15	-21	1609	8	1.2	1
CCCc1cc(N2CCCC(C(=O)Nc3cc(Cl)ccc3OC)C2)n2ncnc2n1 (centres undefined)	.	1	2	92	12	13	.	1469	0	.	.
CCOc1ccc(C(=O)NC2CCN(C(=O)Nc3ccccc3OC)CC2)cc1	.	1	8	92	3	14	7	1624	3	0.9	1
C/C(=N\NC(=O)c1ccc(Cl)cc1)c1cccc(NC(=O)C(C)C)c1	.	3	8	96	-8	11	8	1639	6	0.9	1
N=c1c2c(n(Cc3ccc(F)cc3)c3c1CCC3)CCC2	-0.17	0	9	76	14	35	10	1720	0	0.9	1.1
c1ccc2nc(N3CCOCC3)cnc2c1	0.48	2	-1	101	-11	0	4	1502	-4	1	1
CCC(=O)Nc1cc(SCCO)cc([N+](=O)[O-])c1	.	5	-1	100	2	1	-11	1586	3	1.1	1
COC(=O)C1=C(C)N(CCc2ccc(OC)c(OC)c2)C(=O)C1	.	0	-6	99	-1	5	4	1455	5	1	1.1
CC(C)N1C(=O)CCC1C(=O)NC1CCCC1 (centres undefined)	1	-1	0	101	-7	4	6	1413	-4	0.9	1
CCOc1ccc(Oc2ccc(Cl)cc2NC(=O)CCNC(C)=O)cc1	1.3	10	6	106	-1	2	1	1692	1	1	1
CCn1nc(C)c(CN2CCN(Cc3ccc(OC)c(C)c3C)C(CCO)C2)c1C (centres undefined)	0.54	10	1	107	-1	-2	-5	1502	-1	1	1.1
Cc1c(C(=O)Nc2ccc(S(N)(=O)=O)cc2)oc2ccc(Cl)cc12	-0.87	11	6	84	1	24	1	1772	1	1	1.1
O=C(/C=C\Nc1cccc(F)c1)c1ccc2c(c1)OCO2	.	-2	-3	21	51*	96*	11	1545	-10	0.9	1.1
CC(=O)N1CCN(S(=O)(=O)c2ccc(F)c(Cl)c2)CC1	0.41	2	-2	94	-9	10	14	1607	3	0.9	1
O=c1c2c(-c3cccs3)csc2ncn1/N=C/c1ccc(OC(F)F)cc1	-0.7	4	-3	92	-7	16	11	1618	11	0.9	1
OCCC1CN(C2CCN(c3ccccc3F)CC2)CCN1Cc1ccccc1 (centres undefined)	.	-2	-7	94	-1	11	5	1576	5	1	1
COc1ccc2c(Cl)c(-c3nnc(SCC(=O)c4ccccc4)n3C)sc2c1	.	2	7	92	5	11	13	1706	4	0.9	1
O=C(c1ccco1)N1CCN(C(=O)c2cc(-c3ccccn3)nc3ccccc23)CC1	.	5	10	106	-14	-1	3	1431	4	1	1
CCO[C@@H]1OC(C(=O)O)=C[C@H](c2ccc(Br)cc2)[C@H]1CCCO	.	2	1	.	3	.	-6	1409	-2	1.1	1.1
Cc1ccnc(NC(=O)CC(c2ccccc2)c2ccccc2)n1	-0.23	1	1	107	1	1	-2	1422	7	1	1
CCCS(=O)(=O)N1CCN(c2ccccn2)CC1	-0.55	1	2	109	-8	-13	8	1487	7	0.9	1.1

# Continued.
SMILES	ROMK mod	PPARg SRC1 recr	PPARg SRC2 recr	STAT3 activator	STAT1 inh	STAT3 inh	bIAP inh	SRC2 TRFRET art	PPARg SRC3 recr	bIAP activator	TNAP act hiacc
O=C(Nc1ccc(-c2nc3ccc(NC(=O)c4cccs4)cc3[nH]2)cc1)c1cccs1	-0.094	21*	27*	90	12	9	14	1552	12	0.9	1
COc1ccccc1C(=O)C1CCCN(C(=O)CN2CCCCC2=O)C1 (centres undefined)	1.3	-2	0	102	-15	3	6	1456	0	0.9	1
CCCCCc1ccc(-c2ccc(/C=C/C(N)=O)cc2)nc1	0.087	-1	5	86	-6	19	2	1681	3	1	1
COc1ccc(S(=O)(=O)c2nnn(-c3cccc(OC)c3)c2N)cc1	0.6	2	9	96	10	8	7	1520	6	0.9	1
COCCn1c(C)cc(C2=NNC(=NC(C)(C)C)SC2)c1C	-0.015	10	11	117	-20	-12	-9	1675	7	1.1	1
O=C(CCC1COc2ccccc2O1)Nc1ccc(Cl)cn1 (centres undefined)	.	2	6	98	-8	6	12	1549	2	0.9	1
CCn1c(=O)c(C(=O)NCc2cccnc2)c(O)c2ccccc21	.	10	6	105	-4	-3	12	1553	5	0.9	1.1
CCC(=O)Nc1ccc(NC(=O)c2c(C)nc3ccccn23)cc1	1	-4	-6	105	-3	-3	4	1505	5	1	1.1
O=C1Nc2ccc([N+](=O)[O-])cc2OC1CCN1CCN(c2ccccc2)CC1 (centres undefined)	-2.4	11	5	105	-2	7	19	1623	-4	0.8	1
CCOC(=O)c1nc(NCCc2ccccc2)sc1C	-0.0066	4	4	99	-34	6	8	1572	4	0.9	1
COc1ccc(/C=N/c2c(-c3ccco3)nc3ccccn23)cc1OC	.	34*	23*	101	-19	9	10	1874	29*	0.9	1
CC(C)=CC1C=C(C)C(C)C2C(=O)NNC(=O)C12 (centres undefined)	1.2	-3	1	99	1	7	-11	1315	-8	1.1	1
Cc1cc(=O)[nH]c(SCc2nc3ccccc3n2Cc2ccccc2)n1	.	4	-5	102	11	2	-14	1449	-7	1.1	1
COc1ccc(C2CC(Cn3cc(C#N)c(=O)n(C)c3=O)ON2C)cc1 (centres undefined)	-0.55	0	0	97	0	5	-8	1377	-11	1.1	1
COc1ccc(CCNC(=O)CSc2nnc(Cn3c(=O)sc4ccccc43)n2C)cc1OC	-0.073	18	0	95	1	10	-3	1615	-12	1	1
Cc1ccc2cc(C3C(C#N)=C(N)Oc4c3ccc3cccnc43)c(=O)[nH]c2c1 (centres undefined)	.	2	-5	119	-2	-20	-10	1535	0	1.1	1
C/C(=C\C(=O)C(F)(F)F)Nc1ccc(C(F)(F)F)cc1	.	0	10	88	-8	20	12	1477	4	0.9	1
CSCCC(Nc1nc2ccccc2s1)C(=O)O (centres undefined)	0.69	-2	-3	100	-2	7	7	1482	1	0.9	1
COc1cccc2sc(N3CCN(c4nc5ccccc5s4)CC3)nc12	0.36	12	3	84	-1	20	4	1528	31*	1	1
Cc1ccccc1Nc1c(N)c(=O)oc2ccccc12	.	8	14	104	8	1	40	1664	14	0.6	1
Cc1ccc(O)c(C(=O)c2cnc3c(c2)CN(CCC(C)C)C(=O)N3)c1	0.55	-3	-4	103	1	4	4	1522	-4	1	1
Cc1cc(C)nc(NS(=O)(=O)c2ccc(-n3cccc3)cc2)n1	-0.019	-6	-2	101	1	4	-6	1435	19	1.1	1
Cc1cccc2c1N(CCCOc1ccccc1)C(=O)C2=O	.	6	10	87	9	20	18	1555	12	0.8	1
CCN(CC)c1ccc(NC(=O)c2ccccc2F)cc1S(=O)(=O)Nc1ccccc1OC	0.63	0	4	103	-8	-6	-1	1726	5	1	1.1
CCCCOC(=O)C1[C@H]2C(=O)N(CCc3ccccc3)C[C@]23C=C[C@H]1O3 (some centres undefined)	0.26	5	5	102	-7	2	-6	1639	-15	1.1	1

# The last 3 compounds of the section above lead into the next:
SMILES	ROMK mod	PPARg SRC1 recr	PPARg SRC2 recr	STAT3 activator	STAT1 inh	STAT3 inh	bIAP inh	SRC2 TRFRET art	PPARg SRC3 recr	bIAP activator	TNAP act hiacc
Cc1cccc2c1N(CCCOc1ccccc1)C(=O)C2=O	.	6	10	87	9	20	18	1555	12	0.8	1
CCN(CC)c1ccc(NC(=O)c2ccccc2F)cc1S(=O)(=O)Nc1ccccc1OC	0.63	0	4	103	-8	-6	-1	1726	5	1	1.1
CCCCOC(=O)C1[C@H]2C(=O)N(CCc3ccccc3)C[C@]23C=C[C@H]1O3 (some centres undefined)	0.26	5	5	102	-7	2	-6	1639	-15	1.1	1
O=C(O)C1C2C=CC(O2)C1C(=O)NCCC1=CCCCC1 (centres undefined)	.	2	9	101	2	1	44	1395	-9	0.6	1
c1ccc(-c2csc(Nc3nc(N4CCOCC4)nc(N4CCOCC4)n3)n2)cc1	-0.28	6	8	77	-15	28	-9	1622	10	1.1	1.1
O=C(NCc1ccc2c(c1)OCO2)C(=O)Nc1ccccc1	0.57	-3	8	98	-16	2	-7	1512	-1	1.1	1.1
CCCCNC(=O)C(=O)NCCCn1ccnc1	0.43	8	2	101	-1	6	-5	1659	7	1	1
C=CCn1c(SCC(=O)Nc2ncc(Cc3ccc(Br)cc3)s2)nnc1-c1ccncc1	-0.48	0	4	96	2	10	-6	1562	5	1.1	1
CCSc1nc2ccccc2[nH]1	1.8	3&8	-3&4	106&99	1&1	-4&2	2&16	1460&1504	12&-1	1&0.8	1.1&1
Nc1ccn(Cc2cccc(F)c2)n1	0.11	0	3	99	-2	4	1	1582	9	1	1
O=C(Nc1ccc(-c2nc3ccccc3o2)cc1)C1CCCO1 (centres undefined)	.	1	-1	67	-24	43	0	1557	8	1	1
CCOC(=O)c1ccc(CSc2n[nH]c(C)n2)o1	.	4	5	95	-4	10	-26	1659	-5	1.3	1
CC(=O)N1CCc2cc(S(=O)(=O)NC(CC(C)C)C(=O)N3CCc4ccccc4C3)ccc21 (centres undefined)	.	-9	0	118	8	-16	-6	1526	-9	1.1	1
CN(C)/N=C/c1c(O)ccc2ccccc12	-0.23	0	1	95	-1	6	12	1592	-2	0.9	1.1
COc1ccc(N2C(=O)CCC(C(=O)O)C2c2ccc(F)cc2)cc1 (centres undefined)	1.9	4	1	95	-12	8	8	1857	5	0.9	1
O=C(c1cccnc1)N1CCN(C(=O)c2ccco2)CC1	1.4	-2	8	101	0	1	8	1632	-10	0.9	1
CCN(C(=O)CN1CCN(c2cccc(Cl)c2)CC1)c1c(N)n(Cc2ccccc2)c(=O)[nH]c1=O	-0.6	9	-9	104	2	2	-18	1755	4	1.2	1
C=CCN(c1ccc(Cl)cc1)S(=O)(=O)c1cccc(C(=O)O)c1	0.3	2	0	101	-6	2	11	1653	4	0.9	1

# Random draw from the library (roughly 3.7% active in at least one column).
